PLCg1 inh: PLC-gamma1 (human) inhibition, primary screen | P19174 | purified PLC-gamma1, fluorogenic substrate, fluorescence | inhibition, % at 12.2 µM | 370,000 tested, 0.84% active | AID 720700; in the data active means inhibition above about 9.5%
MBD2 DNA inh: inhibitors of human MBD2 binding to methylated oligonucleotide; 370,000 tested, 0.31% active; TR-FRET; Q9UBB5; inhibition, % at 4.4 µM; in the data active means inhibition above about 13%
Target sequence (Q9UBB5 whole entry, looked up): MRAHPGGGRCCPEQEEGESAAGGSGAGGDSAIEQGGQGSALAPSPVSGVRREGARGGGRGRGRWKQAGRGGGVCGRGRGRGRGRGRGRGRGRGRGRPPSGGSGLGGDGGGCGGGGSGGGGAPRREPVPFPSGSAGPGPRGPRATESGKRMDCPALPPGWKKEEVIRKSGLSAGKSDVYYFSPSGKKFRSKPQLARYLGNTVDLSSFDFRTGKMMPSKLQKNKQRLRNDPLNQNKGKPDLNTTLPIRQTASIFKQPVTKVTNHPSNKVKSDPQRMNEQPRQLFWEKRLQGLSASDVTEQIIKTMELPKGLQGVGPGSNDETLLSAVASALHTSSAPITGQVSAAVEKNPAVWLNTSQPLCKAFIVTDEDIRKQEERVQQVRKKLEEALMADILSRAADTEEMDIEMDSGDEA
NR1D1 modulator: Rev-erb alpha (human) modulation; AID 1259318; 370,000 tested, 0.79% active; activity, % at 10 µM; P20393; Rev-erbα–FITC-DNA binding, fluorescence polarization, 90 min;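 active means activity above about 14%, limit read from the data; passing the limit was not always enough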;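 further: 0% = DMSO wells with 35 nM protein and 100% = DMSO wells with 750 nM protein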
hcDAF12 agonist: activators of H. contortus DAF-12 nuclear receptor. HEK293 hcDAF-12 lit1-tk-luc reporter, luminescence; 0% DMSO, 100% Δ7-dafachronic acid. activation, % at 6.8 µM. 370,000 tested, 1.4% active. AID 652067;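 active means activation above the mean of all tested compounds plus 3 SD, cut at about 5.5% in these data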;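 further: 100% = response to 3 µM Δ7-dafachronic acid high control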
ADAM17 inh: inhibits human ADAM17 | P78536 | recombinant ADAM17, EDANS/DABCYL FRET peptide cleavage | inhibition, % at 6.95 µM | 370,000 tested, 0.83% active | AID 720648;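 active means inhibition above the mean of compounds lying between control limits plus 3 SD, set per campaign, cut at about 8.5% in these data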;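 further: 0% = DMSO-only wells as the low control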
ssDAF12 agonist: activators of S. stercoralis DAF-12 nuclear receptor. HEK293 ssDAF-12/GRIP1 lit1-tk-luc reporter, luminescence; % of 3 µM dafachronic acid response. activation, % at 6.8 µM. 370,000 tested, 1% active. AID 652126;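 active means activation above the mean over all tested compounds plus 3 SD, cut at about 0.9% in these data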;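 further: 0% = DMSO-only wells and 100% = 3 µM delta7-dafachronic acid wells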
DAX1 inh-1: DAX1 (NR0B1) inhibition, primary screen; AID 652010; inhibition, % at 6.8 µM; HEK293T StAR-luciferase reporter, SF-1/DAX-1 repression relief; 370,000 tested, 1.1% active;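 active means inhibition above the mean over all tested compounds plus 3 SD, cut at about 3.6% in these data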;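 further: 0% = DAX-1 cells with DMSO and 100% = cells lacking DAX-1 with DMSO; higher inhibition means more luminescence from relief of DAX-1 repression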
DAX1 inh-2: NR0B1 (DAX1) inhibition; P51843; HEK293 Gal4-DAX1 luciferase reporter, luminescence; inhibition, % at 6.75 µM; 340,000 tested, 0.99% active; AID 504766;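 active means inhibition above the mean over all tested compounds plus 3 SD, cut at about 4.2% in these data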;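 further: 0% = DAX1-transfected cells with DMSO and 100% = empty-vector control cells with DMSO; inhibition shows as a rise in luminescence from relieved DAX1 repression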
Target sequence (P51843 207-470 limits assumed): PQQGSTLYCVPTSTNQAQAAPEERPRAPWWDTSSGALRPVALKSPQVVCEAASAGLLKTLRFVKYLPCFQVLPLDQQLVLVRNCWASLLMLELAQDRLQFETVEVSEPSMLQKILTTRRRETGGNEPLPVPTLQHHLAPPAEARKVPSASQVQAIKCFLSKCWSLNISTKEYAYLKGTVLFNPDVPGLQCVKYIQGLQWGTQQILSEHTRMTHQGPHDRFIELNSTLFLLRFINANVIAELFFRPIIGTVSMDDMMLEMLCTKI
hgDAF12 agonist: activates the H. glycines DAF-12 receptor ligand-binding domain; HEK293 GAL4-hgDAF12 UAS-luciferase reporter, agonist luminescence; normalized to butyrate control; activation, % at 6.8 µM; 370,000 tested, 1.8% active; AID 687014;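 active means activation above a cutoff set at the mean of all screened compounds plus 3 SD, cut at about 10% in these data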;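 further: 0% = DMSO wells and 100% = sodium butyrate wells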
SMARCA2 act: increases SMARCA2 function in MMTV reporter cells; MG213 cells, MMTV-luciferase reporter, dexamethasone, overnight; activation, % at 9.1 µM; 370,000 tested, 1% active; in the data active means activation above about 7.8%;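 further: 0% = vehicle wells and 100% = reference activator wells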
PLC-beta3 inh: PLC-beta3 (human) inhibition, primary screen. Q01970. Purified PLC-beta3, fluorogenic substrate, fluorescence. inhibition, % at 12.2 µM. 370,000 tested, 0.18% active. AID 720704; in the data active means inhibition above about 11%;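 further: 0% = median of compound wells on plate and 100% = full blocker control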
An asterisk follows results filed as active; · = not tested or not shown.

Results follow in this order: PLCg1 inh	MBD2 DNA inh	NR1D1 modulator	hcDAF12 agonist	ADAM17 inh	ssDAF12 agonist	DAX1 inh-1	DAX1 inh-2	hgDAF12 agonist	SMARCA2 act	PLC-beta3 inh
CCOC(=O)C1=C(C)Nc2nc(C)nn2C1c1ccc(C)cc1 (centres undefined)
  -0.4	-1.6	-1.1	-2.2	-0.6	-1.6	-1.0	1.0	1.5	-1.3	1.8
CCOc1cc(/C=N/NC(=O)c2nn(C)cc2Br)ccc1OCc1ccccc1
  -6.6	0.6	-1.7	0.7	0.1	-1.1	1.0	-0.9	1.0	1.3	0.7
O=S(=O)(c1ccccc1)N(F)S(=O)(=O)c1ccccc1
  -2.8	2.6	-6.3	-0.4	-4.2	-1.2	-0.8	0.2	0.8	-1.3	-9.7
NC1=CC(=O)C(=O)c2ccccc21
  -9.8	-20.3	3.4	-0.6	-3.0	-0.6	-2.1	-0.3	-2.9	-1.0	-14.7
CCn1c(SCC(=O)Nc2nc(C)c(C)s2)nc2cccnc21
  -0.1	1.2	5.0	-2.5	-3.9	-0.5	-1.4	-0.6	-1.7	-2.0	2.2
COc1ccc(-n2ncc3c2CC(C)(C)CC3NC(=O)c2ccc(OC)o2)cc1 (centres undefined)
  0.3	-3.0	1.0	-3.2	-0.2	-1.5	-1.1	-0.2	-2.9	-0.8	-6.5
O=C(COc1ccc(F)c(Cl)c1)NC(=O)NC1CCCC1
  -0.5	-2.2	-0.1	-1.4	-0.7	-0.6	-2.8	1.3	2.4	2.7	3.5
O=S(=O)(Nc1ccccc1N1CCCCC1)c1ccc(Cl)s1
  -0.9	2.2	2.1	-2.5	-3.5	-1.0	-0.2	-0.7	0.8	-4.8	-3.2
CC(C)(C)NC(=O)C1(C)CCC(=O)N1C1CC1 (centres undefined)
  -0.4	3.7	3.4	-0.9	-2.4	0.5	-0.8	·	-1.4	-4.1	-0.5
O=C(O)CSc1nc2ccccc2s1
  -1.1	-2.8	-7.0	0.1	2.0	-0.8	0.1	-1.0	0.1	-2.5	-5.9
COCCC(=O)Nc1ccc2c(c1)CN(C(=O)CSC)CC2
  -0.1	0.9	3.5	0.7	-2.7	-1.7	0.5	2.9	-0.8	0.4	-1.3
COc1ccc(-c2nnc(OCc3ccccc3)c3ccccc23)cc1
  -3.5	-0.8	-3.1	2.4	-1.2	0.4	-1.3	-1.4	0.7	-2.6	-2.4
Cc1cc(C)n2cc(CSc3ncccc3C(=O)O)nc2n1
  -127.8	1.3	-4.3	-0.3	-124.8	-0.9	-0.1	-0.2	-0.7	1.7	-164.7
CC(=O)N1N=C(c2ccco2)CC1c1ccc(Br)cc1 (centres undefined)
  -5.6	1.6	-4.9	-0.6	-0.2	-0.3	0.4	-0.9	1.3	-1.0	0.0
O=C(O)/C=C/C(=O)N1CCN(C(=O)/C=C/C(=O)O)CC1
  2.1	-2.1	1.6	0.6	0.1	-1.5	-0.4	-1.3	-3.1	3.4	1.0
Nc1ccccc1C(=O)N1O[C@@H]2C=C[C@H]1C2
  -25.6	-4.6	-5.2	1.8	-38.6	0.1	0.4	-0.6	3.3	2.0	-40.0
COc1ccc(OC)c(NC(=O)Cn2c(CCC(=O)O)ccc2-c2cccs2)c1
  -13.5	-0.6	-8.8	3.1	-4.9	0.8	1.6	-0.8	2.2	-0.5	-21.5
O=C(O)c1ccc(N/N=C/c2cn(-c3ccccc3)nc2-c2cccs2)cc1
  -44.0	-2.4	-2.7	5.5	-7.5	1.4*	6.2*	1.8	16.3*	6.8	-60.8
COc1ccc(C(=O)NC2CC3CCCC(C2)N3CC(C)C)cc1 (centres undefined)
  9.4	-9.2	6.0	-0.2	-1.8	-1.3	0.3	-0.3	-0.5	-2.0	-4.9
C[C@H]1CN=C2N(CCNC(=O)CCC3CCCCC3)[C@H](Cc3ccc(O)cc3)CN21
  -3.6	2.3	3.7	-2.5	-4.5	-1.1	0.0	0.0	-0.8	0.7	1.2

In another format: results already given
Molecule | PLCg1 inh | MBD2 DNA inh | NR1D1 modulator | hcDAF12 agonist | ADAM17 inh | ssDAF12 agonist | DAX1 inh-1 | DAX1 inh-2 | hgDAF12 agonist | SMARCA2 act | PLC-beta3 inh
COc1ccc(OC)c(NC(=O)Cn2c(CCC(=O)O)ccc2-c2cccs2)c1 | -13.5 | -0.6 | -8.8 | 3.1 | -4.9 | 0.8 | 1.6 | -0.8 | 2.2 | -0.5 | -21.5
Cc1cc(C)n2cc(CSc3ncccc3C(=O)O)nc2n1 | -127.8 | 1.3 | -4.3 | -0.3 | -124.8 | -0.9 | -0.1 | -0.2 | -0.7 | 1.7 | -164.7

Additional results:
Results follow in this order: PLCg1 inh	MBD2 DNA inh	NR1D1 modulator	hcDAF12 agonist	ADAM17 inh	ssDAF12 agonist	DAX1 inh-1	DAX1 inh-2	hgDAF12 agonist	SMARCA2 act	PLC-beta3 inh
CCC(Sc1nc(C)cc(=O)[nH]1)C(=O)Nc1nc(-c2ccccc2)cs1 (centres undefined)
  3.1	2.0	2.9	-1.4	1.2	0.0	0.8	0.5	3.6	6.5	-0.8
CN(Cc1ccc(OC(F)F)cc1)Cc1nc2c(Br)cc(Br)cc2c(=O)[nH]1
  -2.2	0.9	6.2	-0.5	-0.1	-0.9	-0.2	0.1	-1.8	2.9	-1.6
CCOc1ccccc1N1CCN(c2ncnc3scc(-c4ccc(OC)cc4)c23)CC1
  0.8	-1.5	3.2	-2.0	-2.4	-0.8	1.0	0.3	-4.8	4.7	-7.9
C=CCC[C@H](Cc1ccc(F)cc1)C(=O)OC[C@@H](NC(=O)[C@H](CC=C)CC(=O)NCCO)c1ccccc1
  2.3	1.3	5.1	-0.5	-1.3	-1.4	-0.5	-0.8	-1.4	0.5	1.9
Cc1ccc2c(C)nc(N/C(N)=N/S(=O)(=O)c3ccc([N+](=O)[O-])cc3)nc2c1
  3.3	0.5	-3.5	-2.3	-2.1	-1.1	-0.8	0.3	-2.2	0.9	0.2
O=C(Nc1cccc(S(=O)(=O)N2CCCCC2)c1)C1CC(=O)N(Cc2ccco2)C1 (centres undefined)
  0.5	2.7	-1.9	0.5	-4.5	-2.2	0.9	-1.4	-3.3	-1.4	-10.1
C[C@]12CCC3C(CC=C4C[C@@H](O)CC[C@@]43C)C1CCC2[C@]1(C)CCC(=O)O1 (some centres undefined)
  2.6	2.4	-9.1	1.0	2.7	-1.1	-0.3	-2.2	2.3	5.2	1.9
COc1ccc(CNC(=O)CCCC(=O)Nc2cccc(Br)c2)cc1
  0.9	5.1	-2.5	-0.2	-1.1	-1.3	0.2	-1.5	0.9	-3.6	-9.0
O=C(COc1ncnc2cc([N+](=O)[O-])ccc12)NC1CCCCC1
  -6.2	-4.3	6.8	-3.2	-2.8	-1.7	-0.1	-0.7	0.3	-3.3	-17.7
COc1ccc2cc(C3CC=C(COC(C)=O)CN3S(=O)(=O)c3ccccc3[N+](=O)[O-])n(C(=O)OC(C)(C)C)c2c1 (centres undefined)
  2.5	0.8	0.5	-0.3	4.7	-0.7	-1.4	·	0.9	-3.0	2.2
CC(=O)Nc1nonc1-c1nc2ccccc2n1CC1CC1
  -9.2	7.3	-2.9	-1.3	-7.6	-1.1	-0.2	0.9	-2.6	-5.7	-11.2
O=C(NCC1(c2ccccc2)CCCC1)c1ccccc1
  0.8	-0.1	0.6	-2.0	-0.5	-1.4	-0.4	-1.2	0.9	0.8	0.5
COc1cc(CNn2cn[nH]c2=S)cc(Cl)c1OCc1ccc(F)cc1
  0.7	2.3	-0.8	0.1	-0.7	-0.8	-0.4	-0.3	-2.4	-1.1	3.6
COc1ccccc1C(=O)NC(=S)Nc1cccc2cc(O)ccc12
  0.8	0.5	4.2	0.5	5.7	-1.2	-1.0	-0.4	-0.2	-1.4	-10.3
O=c1onc(-c2ccc(Cl)cc2Cl)n1-c1cccnc1
  0.2	-7.3	3.1	-0.9	-0.3	-1.1	0.2	1.7	-0.3	0.9	-3.3
Cc1c2ccccc2cc[n+]1CCCS(=O)(=O)[O-]
  -1.6	-2.2	0.3	0.2	-10.6	-1.2	-0.1	0.7	-2.3	-1.8	-5.5
CCn1c(SCC(=O)NCCCN2CCCC2=O)nnc1-c1cccc(C)c1
  -0.7	1.1	-0.8	0.8	-4.5	-1.3	-1.7	-0.3	2.6	-3.3	-2.2
CN1Cc2nnn(Cc3ccccc3)c2-c2cc(N3CCCC3)ccc2S1(=O)=O
  -302.9	-2.2	2.2	-1.1	-53.6	-1.2	0.2	·	-2.3	-3.3	-370.1
Cc1[nH][nH]c(=O)c1[C@@H](c1ccccc1[N+](=O)[O-])C(C#N)C#N
  -13.6	0.1	-7.6	4.6	-7.0	-0.1	-0.4	-0.3	-3.3	-4.3	-27.6
COCCCNC(=S)Nc1cc2oc3ccccc3c2cc1OC
  -3.2	-1.1	3.6	-0.5	-6.2	-0.9	-1.0	-1.0	1.7	-0.7	-6.5
COC(=O)c1sccc1NC(=S)Nc1cc(C)ccc1OC
  4.0	3.4	-2.7	0.8	-7.0	-0.8	-0.1	3.2	-1.4	1.4	-10.6
COc1cc2ncnc(NCc3cccs3)c2cc1OC
  -5.3	6.4	-0.4	-2.0	-3.7	-0.7	0.1	0.5	-0.5	-2.8	5.4
NC(=O)COc1ccc(NC(=O)c2ccccc2-c2ccccc2)cc1
  0.8	-5.9	1.4	-1.2	3.2	-1.6	0.6	0.1	1.1	-0.6	7.9
CCc1[nH]nc(C(=O)NC2CCCN(Cc3ccccc3F)C2)c1C (centres undefined)
  1.9	0.7	-9.6	-0.3	1.8	-0.9	-0.2	-0.1	0.6	2.5	-2.1
Cn1ncc(Br)c1C(=O)N1CCc2ccccc21
  -0.9	5.8	7.4	5.2	0.1	-0.1	1.0	0.3	2.6	-1.9	-0.2
COc1ccc(-c2cc(-c3nnc(COC(=O)C4CC4)o3)c3ccccc3n2)cc1OC
  -225.5	-1.6	1.2	-3.6	-8.4	-2.0	-1.8	-2.0	-0.1	-3.1	-293.6
Cc1ccc([C@H]2C[C@H](n3cc(COC(=O)c4ccccc4)nn3)[C@@H](O)CN2C(=O)C2CCCCC2)cc1
  -0.3	-0.3	-2.7	-1.2	-3.3	-1.1	-0.3	0.2	-1.8	-3.1	-1.6
COc1cc(C(=O)Oc2cccc(Nc3ncnc4ccccc34)c2)cc(OC)c1OC
  -51.0	1.0	·	-6.9	-3.2	-3.2	-2.6	-4.4	-8.8	-5.3	-51.5

One compound at a time (already shown). Values in the order: PLCg1 inh, MBD2 DNA inh, NR1D1 modulator, hcDAF12 agonist, ADAM17 inh, ssDAF12 agonist, DAX1 inh-1, DAX1 inh-2, hgDAF12 agonist, SMARCA2 act, PLC-beta3 inh
Profile of Cc1ccc2c(C)nc(N/C(N)=N/S(=O)(=O)c3ccc([N+](=O)[O-])cc3)nc2c1 = 3.3, 0.5, -3.5, -2.3, -2.1, -1.1, -0.8, 0.3, -2.2, 0.9, 0.2
Profile of CN1Cc2nnn(Cc3ccccc3)c2-c2cc(N3CCCC3)ccc2S1(=O)=O = -302.9, -2.2, 2.2, -1.1, -53.6, -1.2, 0.2, ·, -2.3, -3.3, -370.1
Profile of O=C(O)CSc1nc2ccccc2s1 = -1.1, -2.8, -7.0, 0.1, 2.0, -0.8, 0.1, -1.0, 0.1, -2.5, -5.9
Profile of COCCC(=O)Nc1ccc2c(c1)CN(C(=O)CSC)CC2 = -0.1, 0.9, 3.5, 0.7, -2.7, -1.7, 0.5, 2.9, -0.8, 0.4, -1.3

Compounds were not picked by outcome; any-hit rate near 7.4%.
